Assay outcomes: PubChem, National Center for Advancing Translational Sciences (NCATS)
G9a block – inhibitors of human histone lysine methyltransferase G9a | Q96KQ7 | G9a H3K9 monomethylation, AlphaScreen, 2 h | Potency, µM (doses to about 102 µM), inactives show at the top dose activity, negative = inhibition, most hits filed as inhibitors | 350,000 tested, 8.8% active | AID 504332; further: on the % scale 0 is the no-effect control and ±100 the full control effect; nearly all actives have a fitted effect of over 75% in size
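Compounds were preincubated with 20 nM G9a for 15 min, after which biotinylated H3K9 peptide (500 nM) and SAM (20 uM) started a 2 h room-temperature reaction. Monomethylated product was quantified by antibody-based AlphaScreen chemiluminescence.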
JMJD2A Tudor inh – JMJD2A Tudor domain (human) inhibition. AID 504339. Potency, µM (series often up to 114 µM), without a hit: at the highest dose activity change, negative = inhibition, hits mostly inhibitors. O75164. AlphaScreen JMJD2A-Tudor / H3K4me3 peptide binding. 390,000 tested, 4.4% active; further: on the % scale 0 is the no-effect control and ±100 the full control effect; nearly all actives have a fitted effect of over 50% in size
BLM helicase inh – inhibitors of human Bloom syndrome helicase BLM | recombinant BLM DNA unwinding, fluorescence dequenching | P54132 | Potency, µM (top dose mostly 56.1 µM), for the others: top-dose activity change, negative = inhibition, usual class: inhibitors | 350,000 tested, 0.2% active;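 further: plate controls were vehicle for no effect and no enzyme for full effect; nearly all actives have a fitted effect of over 35% in size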
Target sequence (P54132 whole entry, looked up): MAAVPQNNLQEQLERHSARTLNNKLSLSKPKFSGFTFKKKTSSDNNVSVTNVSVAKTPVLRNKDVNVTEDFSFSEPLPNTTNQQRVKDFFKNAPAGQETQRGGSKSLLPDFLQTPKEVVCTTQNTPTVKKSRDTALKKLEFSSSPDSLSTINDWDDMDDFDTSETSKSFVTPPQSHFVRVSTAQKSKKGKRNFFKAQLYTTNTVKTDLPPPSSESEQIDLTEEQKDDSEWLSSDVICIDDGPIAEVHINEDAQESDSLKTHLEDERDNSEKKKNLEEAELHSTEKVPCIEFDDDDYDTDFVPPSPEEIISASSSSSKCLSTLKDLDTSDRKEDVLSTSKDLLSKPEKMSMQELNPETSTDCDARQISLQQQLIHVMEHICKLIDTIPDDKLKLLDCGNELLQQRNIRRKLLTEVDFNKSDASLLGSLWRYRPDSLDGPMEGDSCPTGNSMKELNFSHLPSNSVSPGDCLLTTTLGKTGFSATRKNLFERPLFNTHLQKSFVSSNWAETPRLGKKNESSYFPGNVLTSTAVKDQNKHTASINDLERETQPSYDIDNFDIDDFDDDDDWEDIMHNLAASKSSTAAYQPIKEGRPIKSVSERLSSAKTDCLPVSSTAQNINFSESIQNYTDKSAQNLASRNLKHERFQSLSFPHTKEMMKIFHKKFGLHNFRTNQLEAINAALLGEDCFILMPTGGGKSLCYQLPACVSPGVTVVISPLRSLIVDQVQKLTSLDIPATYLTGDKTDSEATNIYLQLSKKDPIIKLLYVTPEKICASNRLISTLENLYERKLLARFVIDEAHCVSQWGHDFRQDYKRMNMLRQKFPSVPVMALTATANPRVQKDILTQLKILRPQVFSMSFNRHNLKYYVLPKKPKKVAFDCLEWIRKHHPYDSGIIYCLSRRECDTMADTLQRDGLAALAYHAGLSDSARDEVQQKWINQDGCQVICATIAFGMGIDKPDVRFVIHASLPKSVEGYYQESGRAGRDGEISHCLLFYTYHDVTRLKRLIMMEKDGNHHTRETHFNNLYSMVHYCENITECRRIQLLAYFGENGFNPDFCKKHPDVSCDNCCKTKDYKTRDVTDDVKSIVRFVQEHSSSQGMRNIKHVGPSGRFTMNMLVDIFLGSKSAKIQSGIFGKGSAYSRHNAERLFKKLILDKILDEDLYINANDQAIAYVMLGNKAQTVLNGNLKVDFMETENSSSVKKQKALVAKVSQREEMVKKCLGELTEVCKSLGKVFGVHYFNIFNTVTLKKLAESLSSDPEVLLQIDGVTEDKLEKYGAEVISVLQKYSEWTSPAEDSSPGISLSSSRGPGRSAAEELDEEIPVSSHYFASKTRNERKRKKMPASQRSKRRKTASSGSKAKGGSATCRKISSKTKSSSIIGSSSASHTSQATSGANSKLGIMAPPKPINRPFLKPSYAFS
HP1b chromo inh – inhibitors of HP1-beta chromodomain binding to methylated histone tails; P83916; 390,000 tested, 0.56% active; Potency, µM (doses to about 114 µM), for inactives: top-dose activity change, negative = inhibition, actives largely listed as inhibitors; AlphaScreen HP1-beta / biotin-H3K9me3 peptide binding; further: nearly all actives have a fitted effect of over 70% in size; inactives centre near 23
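AlphaScreen: HP1-beta (50 nM) preformed 30 min with biotin-H3(1-18)K9me3 peptide (50 nM) in PBS pH 7.4, 0.01% Tween-20. Compound added for 30 min at RT, then streptavidin donor/nickel chelate acceptor beads (10 ug/mL) for 30 min.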
GLS inhibitor – glutaminase GLS (human) inhibition; Potency, µM (highest dose often 45.5 µM), without a hit: top-dose activity change, negative = inhibition, usual class: inhibitors; GLS enzymatic activity, qHTS titration; AID 624170; 410,000 tested, 0.21% active; further: on the % scale 0 is the no-effect control and ±100 the full control effect
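hKGA in 45 mM KH2PO4 pH 8.2, 0.02% Tween-20 with pin-transferred compounds; 1 mM L-glutamine (stock) plus glutamate oxidase/HRP/Amplex Red coupling added. Fluorescence read initially and after 30 min at RT.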
Pol iota inh – blocks human DNA polymerase iota activity; Q9UNA4; Pol iota fluorescent replication assay, 10 min; 390,000 tested, 1% active; Potency, µM (highest dose often 115 µM), for the others: top-dose activity, negative = inhibition, most hits filed as inhibitors
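Fluorescent replication assay read twice, at 0 min and 10 min after adding 50 nM (final) substrate. Enzyme (10 nM) and compounds were first incubated 15 min at room temperature; enzyme-free buffer wells were negative controls.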
Pin1 inh – blocks the human prolyl isomerase Pin1; Q13526; Pin1 FP peptide displacement, HiFluor488, 10 min; Potency, µM (highest dose often 115 µM), inactives show at the top dose activity, negative = inhibition, actives largely listed as inhibitors; 390,000 tested, 0.009% active; AID 504891; active means well fitted inhibition curve with a large enough effect in the polarisation, with a control signal flat, not every such curve was filed as active; inconclusive means small, poorly fitted or top-dose-only effect, or effect the other way, or a change in a side signal; inactive means no such curve, though single readings can be large or run the other way; the % refers to the polarisation; further: on the % scale 0 is the no-effect control and ±100 the full control effect
Tb PGK inh – inhibitors of T. brucei phosphoglycerate kinase; P07378; PGK/GAPDH coupled, Kinase-Glo luminescence, 60 min; Potency, µM (doses to about 57.5 µM), for the others: at the top dose activity change, negative = inhibition, usual class: inhibitors; 380,000 tested, 0.043% active; AID 602233; further: on the % scale 0 is the no-effect control and ±100 the full control effect; nearly all actives have a fitted effect of over 60% in size
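Luminescent ATP detection (Kinase-Glo Plus) follows a 60-minute room-temperature incubation, with wells lacking PGK as controls. Buffer: 100 mM TEA (pH 7.6), 5 mM MgCl2, 0.01% Tween-20. Coupling enzyme GAPDH (100 nM final) supplies unstable 1,3-BPG in-well.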
BAZ2B inh – blocks human BAZ2B; Q9UIF8; AlphaScreen BAZ2B-H3K14Ac peptide displacement; Potency, µM (titrated, usually from 114 µM), for the others: at the top dose activity change, negative = inhibition, hits mostly inhibitors; 360,000 tested, 4.4% active; AID 504333; further: on the % scale 0 is the no-effect control and ±100 the full control effect; nearly all actives have a fitted effect of over 60% in size
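In this displacement format the biotinylated H3(5-23) peptide acetylated at Lys14 serves as ligand at 50 nM, with BAZ2B at 50 nM in PBS pH 7.4 containing 0.01% Tween-20. Donor and acceptor beads are 10 ug/mL final.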
An asterisk follows results filed as active; i = inactive; ? = inconclusive; . = no result given; & = joins results of further samples; [ ] = remark or other dose. Unless noted, the call rests on the fitted dose curve; in most records, active means well fitted curve in the direction sought with a large enough effect; inconclusive means small, poorly fitted or top-dose-only effect, or another doubt; inactive means no such curve, though single readings can be large; an effect the other way counts as inactive or inconclusive. Potency means the concentration at half of the fitted maximal effect. Not all compounds are listed. The share of hits here may be higher or lower than overall.

SMILES	G9a block	JMJD2A Tudor inh	BLM helicase inh	HP1b chromo inh	GLS inhibitor	Pol iota inh	Pin1 inh	Tb PGK inh	BAZ2B inh
COc1ccc(CCNC(=O)C/C(C)=N/NC(=O)C23CC4CC(CC(C4)C2)C3)cc1OC	22.3%[59 µM]	9.9%	1.1%	16.5%	7.8%	16.8%	-1.0%	-5.9%	6.8%
COC(=O)CN1C(C(=O)c2ccccc2)=C(OC(=O)c2ccc(C)cc2)c2ccccc2S1(=O)=O	-21.3%[59 µM]	-23.3%	-7.6%	-4.8%	-2.9%	7.5%	-8.8%	.	-27.4%
COc1ccc(Cl)cc1NC(=O)c1oc2ccc(S(=O)(=O)N3CCCCC3)cc2c1C	4.7%[59 µM]	-13.1%	-0.6%	23.9%	1.5%	18.2%	2.4%	-5.1%	-0.2%
O=C(O)CCSC(=S)N1CCOCC1	7.0%	-7.4%[11.4 µM]	3.9%	41.5%[activator]	-2.7%	37.2%[activator]	-0.2%	i	-12.6%
Cc1ccc(NC(=O)CC(=O)Nc2ccc(C)cc2)cc1	2.5%	-25.0%	-4.7%	54.4%[activator]	-5.4%	50.3%[activator]	-1.8%	-0.1%	-1.5%
COc1ccc(CN2C(=O)c3cccnc3C2=O)cc1S(=O)(=O)N(C)c1cccc(C)c1	21.3%	?	-0.3%	20.9%	1.2%	23.1%	-8.3%	-5.6%	?
CCN(CC)S(=O)(=O)c1cccc(NC(=O)COc2ccc(F)cc2Br)c1	10.2%[59 µM]	-0.7%	-10.8%	24.4%	-14.3%	?	13.3%	-1.1%	-0.9%
NC(=O)c1ccc(NC(=O)CN2CCN(C(=O)c3ccco3)CC2)cc1	54.2%[activator]	-2.7%	0.1%	63.3%[activator]	1.5%	26.5%	-1.9%	-7.1%	-15.6%
Cc1ccc(C#CC(C)(O)C(C)(C)C)cn1 (stereo not given)	8.6%	-6.3%	-2.8%	36.2%	-1.9%	13.7%	-3.4%	1.4%	-8.9%
COCCn1nnnc1CN1CCC(NC(=O)Nc2cccc(OC)c2)CC1	8.2%	-20.3%	-3.6%	8.4%	4.7%	-0.4%	0.1%	-4.5%	7.5%
O=C(Nc1ccc(F)cc1)[C@H](Cc1ccccc1)N1Cc2ccccc2C1=O	-8.5%[59 µM]	-18.9%	-1.6%	18.7%	-0.2%	19.7%	-1.5%	-6.3%	-13.5%
Cc1ccc(C)c(NC(=O)CN2CCCN(Cc3cccc(Cl)c3)S2(=O)=O)c1	2.9%[59 µM]	11.0%	-6.1%	48.1%[activator]	5.5%	19.0%	2.7%	i	-2.3%
O=C(O)/C=C/C(=O)Nc1ccc(S(=O)(=O)N2CCCC2)cc1	-45.2%	-18.1%	-6.6%	37.3%	3.6%	-6.1%	0.6%	6.6%	9.5%
CN1C(=O)/C(=C\c2ccc(-c3ccccc3)o2)SC1=S	.	-18.2%	4.4%	6.2%	0.0%	-6.2%	?	-7.9%	?
Cc1ccc(S(=O)(=O)N2CCN(C(=O)NCc3ccc(C(=O)O)cc3)CC2)cc1	21.3%	-5.4%	-0.5%	30.0%	-13.3%	?	-5.7%	-3.7%	-2.9%
Cc1ccc(S(=O)(=O)CCC(=O)Nc2ccc3c(c2)OCO3)cc1	17.9%[12.7 µM]	-8.2%	-2.8%	6.7%	6.2%	4.3%	3.9%	-3.2%	3.8%
COc1ccc(N2CCN(C(=O)C3COc4ccccc4O3)CC2)cc1 (stereo not given)	?	-22.3%	-11.6%	11.0%	58.9%[activator]	-16.8%	-0.9%	-7.8%	?
Cc1cc(C)c(NC(=O)C2CCCN2CCOC(=O)c2ccccc2)c(C)c1 (stereo not given)	-8.5%[59 µM]	-9.4%	-2.2%	40.3%[activator]	-6.4%	-6.7%	-4.5%	-6.2%	-0.4%
Cn1c(=O)c2c(nc(CN3CCC(Cc4ccccc4)CC3)n2CCN2CCOCC2)n(C)c1=O	?	-21.1%	-0.5%	19.8%	-5.7%	2.5%	11.9%	-9.8%	10.1%
Cc1nn(-c2ccccc2)nc1C(=O)OCC(=O)N1CCC(C)CC1	14.8%[59 µM]	-3.7%	.	33.0%	-2.5%	20.2%	-0.1%	1.2%	-1.8%
COc1ccc(-c2oc3ncn4nc(COc5ccccc5)nc4c3c2-c2ccc(OC)cc2)cc1	-10.8%[59 µM]	1.5%	-1.3%	23.3%	1.3%	10.6%	-14.2%	-1.3%	3.1%
COc1ccc(/C=C(\C#N)C(=O)Nc2cccc(C)n2)cc1	4.8%	-0.3%	-4.6%	27.5%	-11.7%	139.7%[activator]	-5.1%	-4.1%	5.8%
CCCCN1C2=C(C(=O)CCC2)C(c2ccc(Cl)c(Cl)c2)C2=C1c1ccccc1C2=O (stereo not given)	?	-27.1%	-4.2%	?	18.6%	10.7%	?	2.1%	?
O=C(NCc1ccccn1)C(C(=O)c1ccc(F)cc1)n1ccccc1=O (stereo not given)	-38.2%	-35.8%	-0.3%	25.3%	-3.8%	15.5%	2.5%	4.7%	7.7%
Fc1ccc(N2CCN(Cc3nnc(-c4ccccc4)o3)CC2)cc1	14.6%	-2.3%	0.9%	27.3%	15.6%	-8.6%	1.1%	-8.3%	-6.2%
O=C(Nc1ccc(Br)cc1)c1cccnc1N1CCCCC1	?	32.5%	-3.9%	68.6%[activator]	-2.1%	-6.7%[58.9 µM]	-0.3%	i	6.2%
CS(=O)(=O)c1ccc(C(=O)OCC(=O)N2CCc3ccccc32)cc1[N+](=O)[O-]	.	-30.5%	.	13.8%	.	1.3%	1.5%	.	.
Brc1ccccc1C1=Nn2c(nnc2-c2ccccc2)SC1	31.6µM*	-23.8%	-3.8%	-26.1%	6.8%	20.8%	-4.1%	-8.2%	-4.9%
O=c1ccnc(Nc2ccc3c(c2)OCCO3)[nH]1	-29.2%	-11.9%	-3.8%	35.3%	0.0%	16.8%	-0.3%	-3.2%	40.8%[activator]
Nn1c(SCC(=O)NC(=O)NCc2ccccc2)nnc1C1CC1	-41.3%[59 µM]	-10.5%	-0.7%	33.3%	-11.0%	-14.6%	0.3%	-6.9%	19.7%
CCOc1ccc(C(=O)NCC(=O)N2CCCCCCC2)cc1OCC	8.0%[0.501 µM]	-20.5%	.	14.0%	3.0%	-6.0%	0.5%	-2.9%	11.4%
O=C1c2ccccc2C(=O)N1CCCON1C(=O)c2ccccc2C1=O	8.3%[59 µM]	-1.0%	-2.5%	28.6%	8.1%	-2.5%	-4.9%	1.6%	-6.0%
Cc1nn(C)c(C)c1CNC(=O)Nc1cccc(Cl)c1C	22.2%	-2.9%	-0.3%	11.6%	7.2%	143.7%[activator]	0.8%	5.7%	7.1%
COc1ccc(C(=O)NC(c2ccccc2Cl)c2cc(Cl)c3cccnc3c2O)cc1 (stereo not given)	20.1%[59 µM]	?	-15.9%	27.2%	0.6%	0.9%	?	8.7%	8.5%
O=C1CS/C(=N/N=C/c2ccco2)N1Cc1ccc(F)cc1	?	-16.6%	-5.1%	8.0%	2.0%	4.1%	5.8%	-2.0%	-22.2%
O=C1CN(C(=O)COC(=O)[C@@H]2CC(O)CN2S(=O)(=O)c2ccc(Cl)cc2)c2ccccc2N1 (stereo not given in full)	.	-4.9%	.	32.9%	-4.6%	41.2%[activator]	-4.2%	-3.3%	.
O=C(COc1ccc(F)c(Cl)c1)N1CCCCCCC1	.	0.7%	1.4%	40.4%[activator]	-8.6%	-15.1%	-7.1%	-6.8%	-7.3%
COc1cc(C(=O)N=c2sc3ccccc3n2C)cc(OC)c1OC	4.3%	50.1µM*	-4.2%	17.7%	-7.7%	0.8%	-1.5%	-2.2%	-10.5%
CCS(=O)(=O)c1ccc(O)c(NC(=O)COc2ccccc2)c1	27.7%[0.501 µM]	-11.1%	-4.6%	11.2%	-8.8%	-41.8%	-3.4%	i	?
Cc1oc(S(=O)(=O)N2CCCCC2)cc1NC(=O)Nc1ccc(F)cc1	.	-3.7%	-5.2%	34.1%	2.5%	14.9%	1.4%	5.4%	14.5%
O=C(N/C(=C\c1ccc(Br)cc1)C(=O)N1CCOCC1)c1ccc(Br)o1	-37.5%[59 µM]	-15.9%	0.3%	17.3%	5.7%	49.4%[activator]	-9.6%	-2.2%	-13.9%
CSc1nc2sc3c(c2c(=O)[nH]1)CCC3	4.1%[59 µM]	-0.3%	1.0%	37.6%[activator]	-0.5%	-15.9%	2.3%	-9.2%	-1.6%
COCc1cc(C)n(CC(=O)Nc2cccc(C(C)=O)c2)c(=O)c1C#N	?	4.5%	-1.2%	30.1%	-5.5%	1.0%	1.4%	-1.2%	-3.4%
COc1cc(OC)cc(C(=O)NNC(=O)c2cc3ccccc3cc2O)c1	20.3%	-22.1%	-5.2%	18.3%	12.7%	?	2.5%	.	-7.6%
CCCCN(CC)C(=O)Cn1ncc2c3ccccc3n(CCC)c2c1=O	8.6%	-11.9%&-17.5%	-3.8%&-0.9%	14.6%&28.0%	-9.3%&-9.8%	125.2%&8.2%[activator]	5.5%&-3.9%	i	3.9%&-3.4%
Cc1ccc(OCCC(=O)OCC(=O)N2CCN(S(=O)(=O)c3ccc(Cl)cc3)CC2)cc1	-2.8%	-9.8%	.	32.4%	-13.9%	3.8%	-0.4%	-6.7%	40.8%[activator]
COc1cc(CN(C)Cc2cccc3ccccc23)cc([N+](=O)[O-])c1O	70.8µM*	?	1.8%	-9.3%	19.7%	2.5%	-1.5%	-8.3%	?
O=C(NNC1CC(=O)N(c2ccc(Cl)cc2)C1=O)c1ccco1 (stereo not given)	-4.3%	-14.3%	1.9%	35.8%	13.3%	24.2%	-0.4%	-3.1%	.
